SENP8 block-1: human SENP8 protease inhibitors, primary screen, biochemical, fluorescence, Nedd8 protein substrate, uHTS | Sentrin-specific protease 8 (Homo sapiens), Q96LD8 | recombinant SENP8 | inhibition, % at 20 µM | 360,000 tested, 0.64% active | AID 602440, 2012; in the data active = inhibition mostly above about 40%, no sharp cut-off; inactive = mostly below about 27%
Target sequence (Q96LD8 whole entry, looked up): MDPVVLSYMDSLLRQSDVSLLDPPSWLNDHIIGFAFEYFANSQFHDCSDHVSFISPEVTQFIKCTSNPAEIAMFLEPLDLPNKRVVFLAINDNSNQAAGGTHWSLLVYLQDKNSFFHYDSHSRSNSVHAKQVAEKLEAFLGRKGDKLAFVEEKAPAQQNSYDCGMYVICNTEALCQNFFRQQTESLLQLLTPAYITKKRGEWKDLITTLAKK
UBC13 inh: UBC13 polyubiquitin chain formation inhibitors, primary screen, biochemical, TR-FRET, uHTS | Ubiquitin-conjugating enzyme E2 N (Homo sapiens), P61088 | inhibition, % at 20 µM | 330,000 tested, 0.47% active; in the data active = inhibition above about 45%, passing the limit was not always enough
SENP7 block: SENP7 protease inhibitors, primary screen, biochemical, luminescence, uHTS; Sentrin-specific protease 7 (Homo sapiens), Q9BQF6; recombinant SENP7, Z-RLRGG-aminoluciferin luminescence, 40 min; inhibition, % at 5 µM; 330,000 tested, 1.5% active; AID 434973, 2010;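 active = inhibition above about 50% at the single test dose, limit read from the data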;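 also: plate controls were DMSO with enzyme for no effect and no enzyme buffer wells for full effect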
Target sequence (Q9BQF6 706-1050 limits assumed): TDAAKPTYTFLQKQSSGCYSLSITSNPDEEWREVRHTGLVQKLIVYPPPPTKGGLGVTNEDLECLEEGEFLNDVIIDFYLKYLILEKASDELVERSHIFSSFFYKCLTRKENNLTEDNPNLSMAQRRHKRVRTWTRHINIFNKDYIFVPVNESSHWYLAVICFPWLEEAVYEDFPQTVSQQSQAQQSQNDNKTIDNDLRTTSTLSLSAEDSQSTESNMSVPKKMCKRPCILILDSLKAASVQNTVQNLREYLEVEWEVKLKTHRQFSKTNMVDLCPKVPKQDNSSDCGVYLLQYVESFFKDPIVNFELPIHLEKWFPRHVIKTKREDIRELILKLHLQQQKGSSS
APOBEC3G inh: APOBEC3G DNA deaminase inhibitors, primary screen, biochemical, fluorescence, single-stranded DNA substrate, uHTS; DNA dC->dU-editing enzyme APOBEC-3G (Homo sapiens), Q9HC16; recombinant A3G, ssDNA deamination FAM/TAMRA fluorescence; inhibition, % at 20 µM; 330,000 tested, 0.28% active;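 active = inhibition of at least 40% at 20 µM, with no more than 30% in the related APOBEC3A deaminase screen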;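 also: plate controls were DMSO wells with A3G for no effect and wells lacking A3G enzyme for full effect; some compounds called inactive have numbers as strong as hits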
SENP1 FRET inh: human SENP1 catalytic domain inhibitors, primary screen, biochemical, FRET, uHTS; Sentrin-specific protease 1 (Homo sapiens), Q9P0U3; recombinant SENP1 catalytic domain, CyPet-SUMO1-YPet FRET cleavage; inhibition, % at 10 µM; 360,000 tested, 0.21% active; AID 624204, 2012;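 active = inhibition at least 30% at 10 µM, raw YFP signal under a set limit, fluorescence ratio 0.5 to 1.5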;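 also: 0% = enzyme with DMSO and 100% = no enzyme wells; some results filed as inactive read as strong as hits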
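material = recombinant human SENP1 catalytic domain, His6-tagged | quantity = 20 pM enzyme | reagent = 25 nM SUMO1 FRET substrate | compound dosing = 10 µM single point, 0.5% DMSO | timing = 50 min enzyme reaction, room temperature, light-protected | detection = FRET, CFP and YFP emission | control set = no-enzyme low, enzyme-DMSO high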
SENP6 inh: SENP6 protease inhibitors, primary screen, biochemical, luminescence, uHTS; 330,000 tested, 1.8% active; AID 2599, 2010; inhibition, % at 10 µM; Sentrin-specific protease 6 (Homo sapiens), Q9GZR1; Recombinant SENP6 catalytic domain, aminoluciferin luminescence;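 active = inhibition above about 50% at the single tested dose, limit read from the data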;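 also: plate controls were DMSO wells with enzyme for no effect and DMSO wells lacking enzyme for full effect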
Target sequence (Q9GZR1 628-1112 limits assumed): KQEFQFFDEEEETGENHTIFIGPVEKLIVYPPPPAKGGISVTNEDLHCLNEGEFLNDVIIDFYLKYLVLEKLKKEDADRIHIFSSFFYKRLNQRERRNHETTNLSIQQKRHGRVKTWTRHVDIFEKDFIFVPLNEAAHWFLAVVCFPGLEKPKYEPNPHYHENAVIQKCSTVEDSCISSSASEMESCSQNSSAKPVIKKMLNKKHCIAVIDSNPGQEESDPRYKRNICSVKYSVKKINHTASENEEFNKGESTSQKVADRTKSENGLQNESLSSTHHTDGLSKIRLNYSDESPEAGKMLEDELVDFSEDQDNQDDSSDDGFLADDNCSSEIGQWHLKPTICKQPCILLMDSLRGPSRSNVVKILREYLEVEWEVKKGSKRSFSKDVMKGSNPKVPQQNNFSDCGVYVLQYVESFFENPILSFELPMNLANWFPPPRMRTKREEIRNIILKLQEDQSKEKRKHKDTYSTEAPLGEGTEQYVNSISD
SENP8 block-2: SENP8 protease inhibitors, primary screen, biochemical, luminescence | Sentrin-specific protease 8 (Homo sapiens), Q96LD8 | purified SENP8, Z-RLRGG-aminoluciferin cleavage | inhibition, % at 10 µM | 330,000 tested, 1.2% active | AID 2540, 2010; in the data active = inhibition above about 50%
Apaf1 inhib: inhibitors of human Apaf-1 apoptosome, primary screen, biochemical, DEVD-Rh110 fluorescence, uHTS; Apoptotic protease-activating factor 1 (Homo sapiens), O14727; AID 489030, 2010; reconstituted apoptosome caspase-3 activity; 330,000 tested, 0.71% active; inhibition, % at 20 µM; active = inhibition of at least 40% at 20 µM;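 also: plate controls were DMSO wells for no effect and DEVD-CHO caspase inhibitor wells for full effect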
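Material: cell-free apoptosome with Apaf-1, procaspase-3 and caspase-9; Buffer or medium: Hepes pH 7.5 with detergent and BSA; Reagent: cytochrome c trigger plus (Z-DEVD)2-Rh110 caspase-3 substrate; Times: compound with Apaf-1, dATP, procaspase-3 30 min, then 50 min reaction, room temperature; Technique: Rh110 fluorescence intensity.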
The depositor's hits bear a star. This is a random part of the collection; overall some 3.6% were active at least once.

Results for CCN(CCn1cccn1)C(=O)c1ccc(OC2CCN(C(=O)COC)CC2)cc1 ?
SENP8 block-1: 10.6; UBC13 inh: 1.1; SENP7 block: -4.2; APOBEC3G inh: -9.0; SENP1 FRET inh: 0.3; SENP6 inh: 3.4; SENP8 block-2: 3.8; Apaf1 inhib: 3.0

What do the screens show for `CC1(OC(=O)C2CCCC2)C(=O)C=C2C=C(c3ccsc3)N(C3CCCCC3)C=C2C1=O` (stereo not drawn)?
SENP8 block-1: -4.1; UBC13 inh: -32.2; SENP7 block: 7.1; APOBEC3G inh: 3.5; SENP1 FRET inh: -23.6; SENP6 inh: 14.9; SENP8 block-2: -0.4; Apaf1 inhib: 22.3

What do the screens show for `CC(C)Oc1ccc(Oc2ccc(C(F)(F)F)cn2)cc1`?
SENP8 block-1: -0.1; UBC13 inh: -9.2; SENP7 block: -3.0; APOBEC3G inh: -6.8; SENP1 FRET inh: 1.7; SENP6 inh: -23.8; SENP8 block-2: -8.4; Apaf1 inhib: 10.2

Results for O=C(N/N=C/c1ccc(Cl)c([N+](=O)[O-])c1)c1cc(-c2ccc3c4c(cccc24)CC3)n[nH]1 ?
SENP8 block-1: 12.0; UBC13 inh: -15.5; SENP7 block: -1.2; APOBEC3G inh: 1.3; SENP1 FRET inh: 0.2; SENP6 inh: -26.6; SENP8 block-2: -0.4; Apaf1 inhib: -8.4

How did Cc1cc(NC(=O)CSc2nc3ccccc3c(=O)n2C2CCCC2)no1 do in these assays?
SENP8 block-1: 6.7; UBC13 inh: -7.7; SENP7 block: -12.1; APOBEC3G inh: -5.4; SENP1 FRET inh: -0.2; SENP6 inh: 6.1; SENP8 block-2: -4.4; Apaf1 inhib: 0.2

What do the screens show for `CC(C)CCNC(=O)c1c(CSc2ccccc2)noc1C(=O)NCc1ccccc1`?
SENP8 block-1: 15.1; UBC13 inh: -0.2; SENP7 block: 2.7; APOBEC3G inh: -8.1; SENP1 FRET inh: 2.1; SENP6 inh: -13.4; SENP8 block-2: -3.9; Apaf1 inhib: 12.8

How did Nc1nn(-c2ccccc2)c(N)c1N=Nc1cccc(F)c1 do in these assays?
SENP8 block-1: 22.1; UBC13 inh: -13.2; SENP7 block: -4.4; APOBEC3G inh: 1.6; SENP1 FRET inh: 6.2; SENP6 inh: 17.0; SENP8 block-2: -11.2; Apaf1 inhib: 15.5

How did CCOc1ccc(OCc2cccc(C(=O)N/N=C/c3cccnc3)c2)cc1 do in these assays?
SENP8 block-1: 1.9; UBC13 inh: -14.1; SENP7 block: -5.2; APOBEC3G inh: -4.5; SENP1 FRET inh: -0.3; SENP6 inh: -20.8; SENP8 block-2: -14.0; Apaf1 inhib: 4.7

How did O=c1cc(CO)oc(C(Nc2ccccn2)c2ccsc2)c1O (stereo not drawn) do in these assays?
UBC13 inh: 1.7; SENP7 block: -1.8; APOBEC3G inh: -2.1; SENP6 inh: -14.9; SENP8 block-2: -2.6; Apaf1 inhib: -11.7

Results for Cc1ccc(S(=O)(=O)CC(=O)Nc2nc3ccccc3s2)cc1 ?
SENP8 block-1: -2.6; UBC13 inh: 4.6; SENP7 block: -8.4; APOBEC3G inh: 1.3; SENP1 FRET inh: -0.4; SENP6 inh: 2.5; SENP8 block-2: -2.5; Apaf1 inhib: 6.0

What do the screens show for `NNC(=O)CSc1nc(-c2ccccc2)nc2c1CCCC2`?
SENP8 block-1: 7.4; UBC13 inh: 9.7; SENP7 block: 1.3; APOBEC3G inh: -3.0; SENP1 FRET inh: -0.6; SENP6 inh: -4.0; SENP8 block-2: 5.9; Apaf1 inhib: 3.7

Results for CCOC(=O)c1cnc2c(OC)cccc2c1Nc1ccc2c(c1)OCCO2 ?
SENP8 block-1: 8.9; UBC13 inh: -8.0; SENP7 block: 2.5; APOBEC3G inh: -7.6; SENP1 FRET inh: -32.6; SENP6 inh: 0.3; SENP8 block-2: -1.5; Apaf1 inhib: 12.8

Results for CC1=C(C#N)CCC(=O)N1Cc1ccc(C)cc1 ?
SENP8 block-1: 16.1; UBC13 inh: -3.9; SENP7 block: 4.6; APOBEC3G inh: -8.6; SENP1 FRET inh: 0.7; SENP6 inh: 6.2; SENP8 block-2: -2.6; Apaf1 inhib: -11.6

How did O=C(CCCOc1ccccc1)Nc1ccc(S(=O)(=O)Nc2ccccn2)cc1 do in these assays?
SENP8 block-1: -160.2; UBC13 inh: -0.5; SENP7 block: 0.7; APOBEC3G inh: -6.8; SENP1 FRET inh: -4.6; SENP6 inh: 7.0; SENP8 block-2: 4.4; Apaf1 inhib: 0.3

Results for Cc1noc(C)c1S(=O)(=O)N(C)C[C@H]1Oc2c(NS(=O)(=O)c3cn(C)cn3)cccc2C(=O)N([C@H](C)CO)C[C@@H]1C ?
SENP8 block-1: -2.3; UBC13 inh: 1.7; SENP7 block: -4.2; APOBEC3G inh: -5.9; SENP1 FRET inh: -0.5; SENP6 inh: -13.8; SENP8 block-2: 7.1; Apaf1 inhib: -15.7

No new results follow: entries from further up.
Results for CCN(CCn1cccn1)C(=O)c1ccc(OC2CCN(C(=O)COC)CC2)cc1 ?
SENP8 block-1: 10.6; UBC13 inh: 1.1; SENP7 block: -4.2; APOBEC3G inh: -9.0; SENP1 FRET inh: 0.3; SENP6 inh: 3.4; SENP8 block-2: 3.8; Apaf1 inhib: 3.0

What do the screens show for `CC1(OC(=O)C2CCCC2)C(=O)C=C2C=C(c3ccsc3)N(C3CCCCC3)C=C2C1=O` (stereo not drawn)?
SENP8 block-1: -4.1; UBC13 inh: -32.2; SENP7 block: 7.1; APOBEC3G inh: 3.5; SENP1 FRET inh: -23.6; SENP6 inh: 14.9; SENP8 block-2: -0.4; Apaf1 inhib: 22.3

Other entries:
How did Cc1nnc(NCCN2CCOCC2)[nH]c1=O do in these assays?
SENP8 block-1: 19.0; UBC13 inh: 3.2; SENP7 block: 9.1; APOBEC3G inh: -4.6; SENP1 FRET inh: 2.5; SENP6 inh: -17.1; SENP8 block-2: -6.6; Apaf1 inhib: 7.1

How did Nc1c(-c2ccc(Cl)cc2)cnc2c(-c3ccccc3)cnn12 do in these assays?
SENP8 block-1: -273.5; UBC13 inh: 7.1; SENP7 block: -15.5; APOBEC3G inh: -5.1; SENP1 FRET inh: -0.2; SENP6 inh: -7.7; SENP8 block-2: -5.4; Apaf1 inhib: 5.3

Results for Nc1cc(=O)[nH]c(SCCSc2ccccc2)n1 ?
SENP8 block-1: 11.9; UBC13 inh: 11.4; SENP7 block: 1.8; APOBEC3G inh: -6.0; SENP1 FRET inh: 0.1; SENP6 inh: -9.6; SENP8 block-2: -6.8; Apaf1 inhib: -11.2

Results for CC(C)(C)NC(=O)c1oc2ccccc2c1COc1ccccc1 ?
SENP8 block-1: 13.9; UBC13 inh: -13.9; SENP7 block: -1.0; APOBEC3G inh: -3.1; SENP1 FRET inh: 1.9; SENP6 inh: -12.1; SENP8 block-2: -13.1; Apaf1 inhib: 15.1

Results for CCCCn1c(N)c(N(CCC(C)C)C(=O)COC(=O)c2ccc([N+](=O)[O-])s2)c(=O)[nH]c1=O ?
SENP8 block-1: 17.8; UBC13 inh: -26.4; SENP7 block: 1.4; APOBEC3G inh: -4.5; SENP1 FRET inh: -7.3; SENP6 inh: 44.9; SENP8 block-2: 43.3; Apaf1 inhib: 9.5

What do the screens show for `COC(=O)c1ccc(-c2ncc(-c3cccc4ccccc34)o2)cc1`?
SENP8 block-1: inactive; UBC13 inh: 31.3; SENP7 block: -14.1; APOBEC3G inh: -6.1; SENP1 FRET inh: -12.5; SENP6 inh: -21.2; SENP8 block-2: -14.8; Apaf1 inhib: 41.8*

Results for Cc1cccc(N(CC(=O)O)CC(=O)O)c1 ?
SENP8 block-1: 12.4; UBC13 inh: 12.9; SENP7 block: -3.8; APOBEC3G inh: -5.6; SENP1 FRET inh: -1.1; SENP6 inh: -14.9; SENP8 block-2: -3.4; Apaf1 inhib: -10.9

How did Cc1cccc(OCC(=O)Nc2c3c(nn2C(C)(C)C)CS(=O)(=O)C3)c1 do in these assays?
SENP8 block-1: 9.0; UBC13 inh: 2.7; SENP7 block: 3.8; APOBEC3G inh: -3.2; SENP1 FRET inh: -0.6; SENP6 inh: 9.6; SENP8 block-2: -4.7; Apaf1 inhib: -3.3

What do the screens show for `COc1ccccc1OCC(=O)NC1CCCCCC1`?
SENP8 block-1: 7.9; UBC13 inh: -0.6; SENP7 block: -4.4; APOBEC3G inh: -3.2; SENP1 FRET inh: 3.4; SENP6 inh: -26.5; SENP8 block-2: -4.0; Apaf1 inhib: 4.3

Results for COc1ccc(CNC(=O)c2noc3c2CCCC3)cc1 ?
SENP8 block-1: 18.4; UBC13 inh: 5.7; SENP7 block: 4.5; APOBEC3G inh: -4.6; SENP1 FRET inh: 1.2; SENP6 inh: 7.1; SENP8 block-2: 5.0; Apaf1 inhib: -15.4

Results for CC(=O)c1cnc2nc(C)nn2c1C ?
SENP8 block-1: 4.3; UBC13 inh: -4.2; SENP7 block: 4.3; APOBEC3G inh: -0.4; SENP1 FRET inh: -1.1; SENP6 inh: -14.3; SENP8 block-2: -6.0; Apaf1 inhib: 3.4

How did Cc1ccc(NC(=O)Nc2nc3ccccc3s2)cc1NC(=O)Nc1nc2ccccc2s1 do in these assays?
SENP8 block-1: 9.5; UBC13 inh: -17.2; SENP7 block: -3.0; APOBEC3G inh: -7.7; SENP1 FRET inh: 0.2; SENP6 inh: 11.1; SENP8 block-2: 5.4; Apaf1 inhib: 21.3

What do the screens show for `Cc1c(-c2ccc(Cl)cc2)oc(=O)c2c(N)n(-c3ccccc3)nc12`?
SENP8 block-1: -281.2; UBC13 inh: 5.9; SENP7 block: 1.7; APOBEC3G inh: -2.8; SENP1 FRET inh: 1.0; SENP6 inh: -7.2; SENP8 block-2: -1.2; Apaf1 inhib: 3.0

Results for O=C(CCn1c(=O)oc2ccccc21)N1CCc2ccccc21 ?
SENP8 block-1: 36.0; UBC13 inh: 8.3; SENP7 block: -1.5; APOBEC3G inh: -3.7; SENP1 FRET inh: 1.7; SENP6 inh: -13.9; SENP8 block-2: -3.3; Apaf1 inhib: -0.8

How did COc1ccc(C(CNC(=O)Nc2cccc(C)c2)N2CCN(C)CC2)cc1 (stereo not drawn) do in these assays?
SENP8 block-1: 17.2; UBC13 inh: -8.5; SENP7 block: -13.8; APOBEC3G inh: 4.5; SENP1 FRET inh: 1.0; SENP6 inh: -1.0; SENP8 block-2: -3.5; Apaf1 inhib: 12.4

How did Nc1c(Cl)cc(Cl)cc1C(=O)OCC(=O)N1CCCC1 do in these assays?
SENP8 block-1: -293.1; UBC13 inh: 21.4; SENP7 block: 3.8; APOBEC3G inh: -8.9; SENP1 FRET inh: -0.8; SENP6 inh: 2.7; SENP8 block-2: -1.5; Apaf1 inhib: -11.0

What do the screens show for `COc1ccc(NC(=O)CSC2=C(C#N)C(c3ccco3)C(C(=O)Nc3nc4ccccc4s3)=C(C)N2)cc1` (stereo not drawn)?
SENP8 block-1: -400.7; UBC13 inh: 3.7; SENP7 block: -0.7; APOBEC3G inh: 0.6; SENP1 FRET inh: -8.5; SENP6 inh: -15.5; SENP8 block-2: 5.3; Apaf1 inhib: 3.4
